# SMN2 splice up – qHTS Assay for Enhancers of SMN2 Splice Variant Expression. HEK293 SMN2-luciferase splicing reporter, luminescence, 30-36 h. AID 1458, 2008. 210,000 compounds, 2.8% hits. Potency, µM (highest dose often 46.1 µM), for the others: at the highest dose activity change, positive = activation, actives largely listed as activators; active = well fitted activation curve with a large enough effect; inconclusive = small, poorly fitted or top-dose-only effect; inactive = no such curve, though single readings can be large or run the other way; note: % of control where 0% means no effect; nearly all actives have a fitted effect of over 55% in size
#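 qHTS luciferase splicing reporter: luminescence rises when SMN2 exon 7 is included in transfected HEK293 cells. Compound exposure lasted 30-36 h at 37C, with 4.5 mM final sodium butyrate as control, followed by a ONE-Glo read.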
# * hit, by the source's call; ? = inconclusive; [ ] = remark or other dose. Potency is the fitted concentration of half-maximal effect.
SMN2 splice up | structure
-44.2%[inhibitor] | Cc1c(Cl)cccc1NC(=O)C1CCCN(C(=O)c2cnn(-c3ccccc3)c2-n2cccc2)C1 (stereo unspecified)
7.3% | COc1ccc2c(c1)c(=O)c(C(=O)c1ccc(F)cc1)cn2CC(=O)Nc1ccc2c(c1)OCCO2
-22.1% | COc1ccccc1CNC(=O)c1ccc2c(c1)N(Cc1c(F)cccc1Cl)C(=O)CS2
-30.0%[inhibitor] | COc1cccc(-c2nn(C)c3sc(C(=O)N4CCN(c5cccc(C)c5)C(C)C4)cc23)c1 (stereo unspecified)
14.9% | O=S(=O)(c1ccccc1)c1nc(-c2cccc(Cl)c2)oc1NCc1ccccc1
0.5% | Cc1cn2c(=O)cc(COc3cccc(NC(=O)c4cccc(F)c4)c3)nc2s1
11.3% | CC(C)c1ccc(NC(=O)CC2NCCNC2=O)cc1 (stereo unspecified)
-6.3% | Cc1ccc(CCNC(=O)CS(=O)Cc2nc(-c3ccccc3C)oc2C)cc1 (stereo unspecified)
-28.4% | CCOc1ccc(NC(=O)CSc2oc(-c3cccs3)nc2S(=O)(=O)c2ccc(C)cc2)cc1
-7.3% | O=C(Nc1ccc(F)c(Cl)c1)N1CCC2(CC1)Oc1ccccc1C(=O)N2Cc1ccccc1F
-4.2% | CC(C)OC(=O)c1ccc(Cn2nnc3sc4c(c3c2=O)CCCC4)cc1
11.4% | CN(C(=O)Cn1ncc2c1-c1ccccc1OC2)c1ccc(Br)cc1
-12.6% | CCCCN(CCCC)C(=O)CN(C)S(=O)(=O)c1ccc2c(c1)c(=O)n(C)c(=O)n2C
-7.6% | CCOC(=O)c1ccccc1NC(=O)CCc1nc(-c2ccc(C)cc2)no1
10.1% | COc1ccc(CCNC(=O)CS(=O)(=O)Cc2nc(-c3cccc(Cl)c3)oc2C)cc1OC
-12.4% | CC(C)c1ccc(NC(=O)CC2Oc3ccccc3NC2=O)cc1 (stereo unspecified)
-21.2% | CNC(=O)c1ccc(Nc2nnc(-c3ccc(C)c(S(=O)(=O)N(C)C)c3)c3ccccc23)cc1
-7.9% | CCCc1nnc(NC(=O)c2nc(S(=O)(=O)Cc3ccc(C)cc3)ncc2Cl)s1
12.8% | O=S(=O)(c1ccc(Cl)cc1)c1nc(-c2ccccc2)oc1N1CCN(c2ccccc2)CC1
2.5% | COc1ccc(S(=O)(=O)NC2(C(F)(F)F)NC(=O)N(CCc3ccc(OC)c(OC)c3)C2=O)cc1 (stereo unspecified)
-19.0% | CCC(=O)N1CCc2cc(S(=O)(=O)NCCC(=O)NCc3ccccc3Cl)ccc21
-5.4% | Cn1c(=O)cc(SCC(=O)N2CCN(c3ccccc3F)CC2)c2cc(Cl)ccc21
-35.5%[inhibitor] | Cc1cccc(Nc2nnc(-c3ccc(C)c(S(=O)(=O)N4CCN(C)CC4)c3)c3ccccc23)c1
9.0% | Cc1ccc(Cl)cc1N1CCN(C(=O)CN2C(=O)COc3ccc(S(=O)(=O)N4CCCCCC4)cc32)CC1

# 3 compounds from above, sorted by the number in SMN2 splice up, low to high:
canonical_smiles	SMN2 splice up
CNC(=O)c1ccc(Nc2nnc(-c3ccc(C)c(S(=O)(=O)N(C)C)c3)c3ccccc23)cc1	-21.2%
CC(C)c1ccc(NC(=O)CC2Oc3ccccc3NC2=O)cc1 (stereo unspecified)	-12.4%
Cc1cn2c(=O)cc(COc3cccc(NC(=O)c4cccc(F)c4)c3)nc2s1	0.5%

# (next part)
SMN2 splice up | structure
14.7% | Cc1ccccc1NC(=O)CSc1nc(-c2ccc(F)cc2)nc2c1Cc1ccccc1O2
14.7% | CCCCNC(=O)CCCn1c(=O)c2ccccc2n(Cc2ccc(Cl)cc2)c1=O
-5.5% | CC(=O)Nc1cccc(-c2nnc(SCC(=O)c3cc([N+](=O)[O-])ccc3Cl)o2)c1
-3.8% | COc1ccccc1CNC(=O)c1c(O)nc2c(C)cccn2c1=O
3.1% | COc1ccc2c(c1)NC(c1ccc(OCC(C)C)cc1)=NC(c1ccncc1)=N2
-23.3% | CN(C)S(=O)(=O)N(CC(=O)NCCSCc1cccc(Cl)c1)c1ccccc1
10.2% | CCOC(=O)c1cc2c(=O)n3ccccc3nc2n(CC2CCCO2)c1=NC(=O)c1ccccc1F (stereo unspecified)
-2.8% | CCn1c(CNC(=O)c2ccc(OC)cc2)nnc1SCC(=O)Nc1ccc(F)cc1
-18.7% | COc1ccc(Nc2nc(N)nc(N)c2S(=O)(=O)c2ccccc2)cc1
1.6% | O=C(O)CCC(=O)N1CCc2cc(S(=O)(=O)NCc3ccc(F)cc3)ccc21
-6.8% | O=C(Nc1ccc(Cl)c(C(F)(F)F)c1)C1CCN(S(=O)(=O)c2cccc3nonc23)CC1
4.3% | Cc1cccc(N2CCN(S(=O)(=O)c3c(C)nc4scc(C)n4c3=O)CC2)c1C
-10.3% | COc1ccc(-c2nc(SCC(=O)Nc3ccccc3)c(-c3ccc(F)cc3)[nH]2)cc1OC
8.2% | O=C(NC(=O)c1ccc(F)cc1)Nc1ccc(-c2cc(C(F)(F)F)nn2-c2ccccc2)cc1
-0.1% | CCc1cccc(C)c1NC(=O)C(NS(=O)(=O)c1ccc2c(c1)CCC(=O)N2)c1ccccc1 (stereo unspecified)
-7.7% | CCc1nn(C(CC)C(=O)NCc2ccc(OC)c(OC)c2)c(=O)c2cc3oc(C)cc3n12 (stereo unspecified)
-9.9% | CCOC(=O)c1c(NC(=O)COc2cccc(C(F)(F)F)c2)sc2c1CCC(C)C2 (stereo unspecified)
-1.0% | Cc1cc(C)c(-c2csc(-c3cc4ccccc4oc3=O)n2)cc1C
-7.1% | CCCCCSc1ncnc2c1sc1nc(N3CCOCC3)c3c(c12)CCCC3
-20.2% | COc1ccc(S(=O)(=O)N(CCc2ccccc2)CC(=O)Nc2cc(C)cc(C)c2)cc1OC
-13.2% | Cc1ccc(C)c(N2CCN(CCCNC(=O)c3nnc(Cc4ccc(F)cc4Cl)o3)CC2)c1
-11.3% | Cc1ccccc1-n1c(=O)c2c3c(sc2n2cnnc12)CCCC3
-6.7% | CCc1cccc(C)c1NC(=O)Cn1cc2c(n1)CCCCC2
-1.6% | COc1ccc(NC(=O)c2c(NC(=O)COc3ccccc3)sc3c2CCCCC3)cc1
-4.4% | O=C(Cn1c(-c2cccs2)cc2cc(F)ccc21)NCCc1ccc(Cl)cc1
? | Cc1ccc2nc(-c3ccc(NC(=O)COc4c(C)ccc(C)c4C)cc3)sc2c1
-6.2% | COc1ccc(NC(=O)CN(c2ccc(C)cc2)S(=O)(=O)c2cccs2)cc1
11.9% | O=C(CSC1=Nc2ccccc2C2=NC(CCC(=O)NC3CCCCC3)C(=O)N12)Nc1cccc(C(F)(F)F)c1 (stereo unspecified)
1.7% | COc1ccc(NC(=O)NCc2cccn2Cc2ccc(F)cc2)cc1OC
2.8% | Cc1ccc2oc(=O)c3cc(C(=O)NCCc4ccc(Cl)cc4)sc3c2c1
-1.6% | CC1(C)CC(=O)c2cc(-c3nc(-c4ccccc4)cs3)c(=O)[nH]c2C1
13.5% | COc1cccc(N2C(=O)C(CC(=O)Nc3ccccc3)N(CCc3sccc3C)C2=O)c1 (stereo unspecified)
3.7% | CC(C)c1ccc(S(=O)(=O)c2cnc(SCC(=O)Nc3ccc4c(c3)OCCO4)[nH]c2=O)cc1
-16.4% | CCC(=O)N1CCc2cc(Br)cc(S(=O)(=O)N3CCCC(C(=O)N(C)c4ccc(Br)cc4)C3)c21 (stereo unspecified)
-6.2% | COc1cc2ccccc2cc1C(=O)Nc1cccc(-c2nc3cc(C)ccc3o2)c1C
-10.6% | CCN1CCN(C(=O)Cn2ncc3c4ccccc4n(Cc4ccccc4)c3c2=O)CC1
-4.7% | Cc1cccc(-n2c(Cc3ccccc3)nnc2SCc2nc(-c3cccs3)no2)c1
12.9% | CCc1ccc(OCC(=O)Nc2c(C(=O)c3ccc(Br)cc3)oc3ccccc23)cc1
1.8% | O=C(Nc1ccc(OCc2cc(=O)n3c4c(sc3n2)CCCC4)cc1)c1ccc(F)cc1
1.1% | O=C(NCCCN1CCN(c2ccc(F)cc2)CC1)Nc1ccccc1Cl
-4.1% | CCN(c1ccccc1)S(=O)(=O)c1ccc(NC(=O)c2cc(=O)c3cc(C)cc(C)c3o2)cc1
0.8% | Cc1cccc(NC(=O)CSc2nc3c(oc4ccccc43)c(=O)n2-c2ccccc2)c1C
1.2% | COc1ccc(CCNC(=O)CCCCn2c(=O)c3ccccc3n(Cc3cc(C)ccc3C)c2=O)cc1OC
-16.4% | CC(=O)c1ccc(OC(=O)c2c(-c3ccccc3Cl)noc2C)cc1
2.3% | COc1cc2c(=O)n(CCC(=O)NCC3CCCO3)c(=O)n(CC(=O)Nc3ccc(C)cc3C)c2cc1OC (stereo unspecified)
-5.3% | CCc1cc(=O)oc2cc(C)c3c(-c4ccc(F)cc4)coc3c12
6.7% | COc1ccc(C2CC(=O)c3cc(-c4nc(-c5cccc([N+](=O)[O-])c5)cs4)c(=O)n(-c4ccccc4C)c3C2)cc1 (stereo unspecified)
6.2% | O=C(O)c1ccc(N2C(=O)c3[nH]nc(-c4ccccc4)c3C2c2cccc(F)c2)cc1 (stereo unspecified)

# Some values from the results shown:
# SMN2 splice up result of `COc1ccc(CCNC(=O)CCCCn2c(=O)c3ccccc3n(Cc3cc(C)ccc3C)c2=O)cc1OC` stands at 1.2%
# SMN2 splice up result of `Cc1cccc(NC(=O)CSc2nc3c(oc4ccccc43)c(=O)n2-c2ccccc2)c1C` stands at 0.8%
# SMN2 splice up result of `O=C(O)c1ccc(N2C(=O)c3[nH]nc(-c4ccccc4)c3C2c2cccc(F)c2)cc1` (stereo unspecified) stands at 6.2%

# More records follow.
SMN2 splice up | structure
2.7% | CCOc1ccc(C2CC(=O)N(c3cccc(F)c3)C3=C2C(=O)OC3)cc1 (stereo unspecified)
2.1% | CCOC(=O)c1c(-c2ccc(Br)cc2)csc1NC(=O)c1ccc(C(C)(C)C)cc1
-17.4% | Cc1ccc(Cl)cc1NC(=O)Cn1c(=O)oc2cc(S(=O)(=O)N3CCCC3)ccc21
? | COc1ccc(CCNC(=O)c2csc3c2CCCCC3)c(OC)c1
-15.9% | Cc1cccc2c1-c1sc(C(=O)N(C)c3cccc(Cl)c3)cc1CO2
-17.2% | CCCn1c(=O)sc2cc(NC(=O)COc3ccc(Cl)cc3)ccc21
-8.5% | COc1ccc(-c2cc3nc(C4CCN(C(=O)OC(C)(C)C)CC4)c(C(=O)Nc4cc(C)cc(C)c4)cn3n2)cc1
1.8% | COc1cccc(CNC(=O)Cn2cccc2C(=O)c2ccccc2)c1

# Part of the list above in order of molar mass, low to high:
SMN2 splice up | structure
? | COc1ccc(CCNC(=O)c2csc3c2CCCCC3)c(OC)c1
-15.9% | Cc1cccc2c1-c1sc(C(=O)N(C)c3cccc(Cl)c3)cc1CO2
2.1% | CCOC(=O)c1c(-c2ccc(Br)cc2)csc1NC(=O)c1ccc(C(C)(C)C)cc1

# Other results follow:
SMN2 splice up | structure
-7.4% | O=C(Nc1cccc(Cl)c1)c1ccc2c(c1)CCN2S(=O)(=O)c1ccccc1
3.8% | Brc1ccc(-n2nc(-c3ccccc3)c3cnc4cc5c(cc4c32)OCO5)cc1
-7.2% | Cc1ccc(-c2cc(-c3ccccc3)c(C#N)c(SCC(O)CS(=O)(=O)Cc3ccccc3)n2)cc1 (stereo unspecified)
-12.4% | COc1ccc(Cn2c(SCc3ccc(C(=O)NC4CCCCC4)cc3)nc3ccncc32)cc1
-3.4% | CCOc1ccccc1NC(=O)c1cccc2c1C(=O)N(C1CCCCC1)C2
6.2% | Cc1ccc(CNC(=O)CN(c2cccc(C)c2C)S(=O)(=O)c2ccccc2)cc1
-14.8% | Cc1ccc(NC(=O)/C(C#N)=C\c2ccc(Cl)cc2Cl)cc1C
-5.0% | COc1ccccc1NC(=O)Cn1c(=O)n(CCCCCC(=O)NCc2ccccc2)c(=O)c2sccc21
-10.6% | COC(=O)c1c(NC(=O)c2ccc(C(C)(C)C)cc2)sc2c1CCC(C)C2 (stereo unspecified)
25.6% | O=C(Cn1c(=O)n(-c2cccc(Cl)c2)c(=O)c2sc3ccccc3c21)NC1CCCCC1
-0.7% | COc1ccccc1NC(=O)Cn1c(=O)n(Cc2ccco2)c(=O)c2cccnc21
-33.4%[inhibitor] | Cc1cccc2nc(-c3cccnc3)c(Nc3ccc(C(C)C)cc3)n12
4.9% | O=C(Cn1ncn2c(cc3sccc32)c1=O)NCCc1ccccc1
5.8% | O=C(c1ccc2c(c1)N(Cc1ccccc1)C(=O)c1ccccc1S2(=O)=O)N1CCCCCC1
6.7% | CCOc1cccc(C(=O)Nc2ccc(-c3nc4cc(C)cc(C)c4o3)cc2)c1
31.8% | CCOc1ccc(NC(=O)CN2C(=O)C(c3ccccc3)=NC23CCCCCC3)cc1
4.3% | COCCCNC(=O)CN1C(=O)COc2ccc(S(=O)(=O)N3CCCCCC3)cc21
11.6% | CCCOc1ccc(Oc2nc(NC)nc(N3CCOCC3)n2)nn1
-4.4% | C=CCc1cccc2cc(C(=O)NCCc3c(C)[nH]c4c(C)cccc34)c(=O)oc12
-14.3% | CCc1ccc2c(c1)c(=O)c(S(=O)(=O)c1ccccc1)cn2CC(=O)Nc1cc(C)ccc1C
0.9% | Cc1nc2cc(-c3cccc(F)c3)nn2c(C)c1CCC(=O)Nc1ccccc1C(N)=O
-1.4% | COc1ccc2[nH]cc(CCNC(=O)Nc3c(C)cccc3C)c2c1
-14.7% | CCN(CC)S(=O)(=O)c1ccc(NC(=O)CN(c2ccccc2)S(=O)(=O)N(C)C)cc1
-99.4%[inhibitor] | COc1ccc(Nc2c3c(nc4ccc(NC(=O)/C=C/c5cccc(OC)c5OC)cc24)CCCC3)cc1OC
-19.9% | COC(=O)c1ccc(NC(=O)CN(c2cccc(C(F)(F)F)c2)S(C)(=O)=O)cc1
0.7% | Cc1ccc(-c2c(C(=O)N3CCN(c4cccc(C)c4)C(C)C3)oc(=O)c3ccccc23)cc1 (stereo unspecified)
-6.1% | CCOc1cccc(C(=O)N(Cc2ccc(CC)cc2)C2CCS(=O)(=O)C2)c1 (stereo unspecified)

# High-throughput results deposited in PubChem by National Center for Advancing Translational Sciences (NCATS).

# The list is partial (hit frequency here may not be typical).
